# TNAP act mid DEA: human TNAP enzyme activators, primary screen, biochemical, luminescent, intermediate phosphate acceptor level; purified TNAP, CDP-star luminescence, 100 mM DEA, 30 min; active compounds read high; scale: 0 levamisole-inhibited, 1 vehicle-only enzyme; 64,000 tested, under 10 active; Alkaline phosphatase, tissue-nonspecific isozyme (Homo sapiens), P05186; activation factor at 20 µM; AID 813, 2007;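 active = activation factor of at least 2 at 20 µM, relative to controls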
# tolC growth inh: growth inhibitors of E. coli tolC mutant, primary screen, strain BW25113 ΔtolC::kan, 384-well; OD615; growth inhibition, % at 10 µM (by protocol); 65,000 tested, 2.2% active;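 active = growth inhibition at or above a cutoff equal to the mean over every tested compound plus 3 SD, cut at about 60% in these data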;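 also: growth measured after 20 h incubation at 37 °C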
#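 System: E. coli ΔtolC::kan strain BW25113; Buffer or medium: LB broth supplemented with 50 µg/mL kanamycin; Compound: 10 µM final, single dose; Incubation: bacterial growth with compound for 20 h at 37 °C; Signal: A615 absorbance measurement; Evaluation: growth inhibition in percent.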
# M1 antagonist: antagonists of rat M1 muscarinic receptor | B-score at 10 µM | CHO-M1 cells, Fluo-4 calcium, ACh EC80 antagonist mode; active compounds read low | AID 628, 2007 | 64,000 tested, 3.4% active | Muscarinic acetylcholine receptor M1 (Rattus norvegicus), P08482;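 active = calcium fluorescence response, raw or row-and-column corrected B-score, differing from the plate sample mean either way at a set confidence level, mostly lower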
# NADH enzymes: inhibitors of PK/LDH coupling enzymes, profiling panel, artefact control, biochemical, MLSMR library | coupled PK/LDH NADH assays, four targets | IC50, µM (series often up to 10 µM), for inactives: at the top dose inhibition | 65,000 tested, 0.02% active | AID 774, 2007;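 active = single-dose screening hits from any of four coupled enzyme assays that gave an IC50 when retested across doses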;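 also: the DPM-DC format reads NADH fluorescence rather than 340 nm absorbance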
# M1 agonist: M1 muscarinic receptor agonists, primary screen, CHO-M1 cells, Fluo-4 calcium, agonist mode. Muscarinic acetylcholine receptor M1. Fluo-4 calcium fluorescence; active compounds read high. B-score at 10 µM. 64,000 tested, 3% active;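 active = fluorescence rise, raw or as B-score row- and column-corrected plate score, outside the 99.7% band of its plate's samples, either direction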
# Autofluor 339: intrinsic fluorescence of library compounds, ex339/em460 – biochemical, MLSMR library, data from DPM-DC assay, artefact control, profiling panel | 65,000 tested, 5.5% active | AID 709, 2007 | compound autofluorescence, ex339/em460 nm, NADH buffer; active compounds read high; 1 = no-compound wells, NADH background | fluorescence fold increase at 10 µM;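 active = at 10 µM, mean starting fluorescence two-fold or more over control wells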;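 also: signal is the first read of a kinetic run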
# SF1 activator: activators of human SF-1, primary screen, cell-based, CHO-K1, Gal4-SF-1 LBD, luciferase luminescence; CHO-K1 Gal4-SF-1 LBD luciferase reporter; % increase over DMSO SF-1-specific signal; activation, % at 10 µM; 65,000 tested, 1.9% active;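 active = activation above the mean activation of all tested compounds plus 3 SD, cut at about 50% in these data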
#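 Assay system: CHO-K1 cells co-transfected with Gal4 DBD–human SF-1 LBD, 5xGal4 luciferase reporter / Input: 4,000 cells per well / Incubation: 20 h compound exposure at 37 °C after 1 h cell settling / Detection: SteadyLite luciferase luminescence / Control set: DMSO negative control and −SF1 background wells / Replication: one test per compound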
# RORa activator: activators of orphan receptor RORA, primary screen, cell-based, luminescence; Nuclear receptor ROR-alpha (Homo sapiens), P35398; CHO-K1 Gal4-RORA LBD luciferase reporter; percent increase over mock-subtracted basal signal; activation, % at 10 µM; 65,000 tested, 1.5% active; AID 560, 2006;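 active = activation above the mean of all tested compounds plus 3 SD, cut at about 49% in these data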;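 also: 0% = DMSO-treated RORA cells and 100% = added signal equal to DMSO minus mock-transfected cells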
# Ec RNAP inh: E. coli RNAP inhibitors, biochemical; DNA-directed RNA polymerase subunit beta (Escherichia coli (strain K12)), P0A8V2; E. coli RNA polymerase, fluorescence transcription assay; inhibition, %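 (tested at 10 µM)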; 62,000 tested, 0.2% active; AID 559, 2006; in the data active = inhibition above about 20%;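 also: 0% = enzyme without compound and 100% = no enzyme blank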
# Target sequence (P0A8V2 whole entry, looked up): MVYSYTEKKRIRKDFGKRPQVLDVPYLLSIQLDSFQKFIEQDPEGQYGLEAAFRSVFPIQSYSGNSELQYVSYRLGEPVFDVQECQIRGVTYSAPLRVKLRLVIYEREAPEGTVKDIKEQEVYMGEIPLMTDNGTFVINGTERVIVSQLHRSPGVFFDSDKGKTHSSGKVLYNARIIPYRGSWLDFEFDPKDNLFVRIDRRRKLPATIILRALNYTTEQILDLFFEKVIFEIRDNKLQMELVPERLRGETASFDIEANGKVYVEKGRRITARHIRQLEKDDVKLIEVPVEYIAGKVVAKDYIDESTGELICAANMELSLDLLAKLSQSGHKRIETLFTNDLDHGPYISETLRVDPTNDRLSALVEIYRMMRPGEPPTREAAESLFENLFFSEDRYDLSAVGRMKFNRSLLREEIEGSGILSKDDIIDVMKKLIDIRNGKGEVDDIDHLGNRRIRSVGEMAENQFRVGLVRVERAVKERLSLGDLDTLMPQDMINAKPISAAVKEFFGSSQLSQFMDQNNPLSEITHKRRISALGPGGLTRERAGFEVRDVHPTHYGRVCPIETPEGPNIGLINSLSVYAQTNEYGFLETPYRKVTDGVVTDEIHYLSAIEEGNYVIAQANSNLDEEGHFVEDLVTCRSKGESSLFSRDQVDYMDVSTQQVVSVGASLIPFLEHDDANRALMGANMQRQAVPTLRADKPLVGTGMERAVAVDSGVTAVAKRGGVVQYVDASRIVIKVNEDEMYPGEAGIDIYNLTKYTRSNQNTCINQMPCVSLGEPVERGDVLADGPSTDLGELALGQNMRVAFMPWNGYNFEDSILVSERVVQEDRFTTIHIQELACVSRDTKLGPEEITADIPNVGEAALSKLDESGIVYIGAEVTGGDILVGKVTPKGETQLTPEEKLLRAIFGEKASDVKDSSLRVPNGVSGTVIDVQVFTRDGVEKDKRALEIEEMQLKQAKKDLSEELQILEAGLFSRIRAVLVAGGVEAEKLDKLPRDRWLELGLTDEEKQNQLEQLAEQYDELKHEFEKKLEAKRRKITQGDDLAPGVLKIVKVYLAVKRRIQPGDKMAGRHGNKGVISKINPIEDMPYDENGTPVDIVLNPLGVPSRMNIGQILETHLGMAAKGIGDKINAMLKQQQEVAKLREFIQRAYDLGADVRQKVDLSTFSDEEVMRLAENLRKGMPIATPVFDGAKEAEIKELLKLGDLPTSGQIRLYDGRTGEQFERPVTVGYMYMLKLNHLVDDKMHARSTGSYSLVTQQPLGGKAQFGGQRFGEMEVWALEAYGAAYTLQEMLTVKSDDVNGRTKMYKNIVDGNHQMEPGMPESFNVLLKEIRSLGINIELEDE
# The depositor's hits bear a star; x = not tested or not shown; [ ] = another dose, or the depositor's remark.
SMILES,TNAP act mid DEA,tolC growth inh,M1 antagonist,NADH enzymes,M1 agonist,Autofluor 339,SF1 activator,RORa activator,Ec RNAP inh
COc1ccc(C)cc1NC(=O)c1nc2nc(C)cc(C)n2n1,0.9,-8,0.022,5%,0.47,0.99,-4,0,10
C=CCOC(=O)Nc1c(C(=O)OC)[nH]c2ccccc12,0.9,2,0.77,0%,1.1,1.4,-4,0,-7
CCOC(=O)N1CCN(S(=O)(=O)c2ccc(OC)c3ccccc23)CC1,0.9,5,0.3,6%,1,1.1,-1,-21,9
CC(C)c1ccc(N(CC(=O)O)S(=O)(=O)c2cccnc2)cc1,1,7,-0.14,2%,-0.031,1.1,0,5,-3
Cc1ccc(C2CC(c3ccc(C)cc3)n3nc(N)nc3N2)cc1 (stereo not drawn),0.9,17,-0.036,4%,-1.5,1.6,0,19,3
Cc1cc(=O)[nH]c2cc(Cl)ccc12,1,-18,0.34,8%,0.49,1.1,-4,-15,5
O=C(NCc1cccnc1)Nc1ccc(F)cc1F,0.9,-4,0.28,1%,0.5,1.1,16,-4,4
O=C(NCCN1CCOCC1)c1cc2sccc2n1Cc1ccc(Cl)cc1,0.9,9,-4.5*,6%,-0.26,1.1,6,-12,9
Cc1cccc(Cn2cnc3c(nnn3Cc3ccc(F)cc3)c2=O)c1,0.9,31,-0.35,4%,-0.028,1.1,6,14,5
CCOC(=O)N1CCN(c2c(NCCN3CCCCC3CC)c(=O)c2=O)CC1 (stereo not drawn),1,-15,2,8%,1.3,1.1,4,25,4
COc1cc2c(cc1OC)CN(C(=O)CSc1n[nH]c(N)n1)CC2,1,-14,-0.31,4%,0.59,1.1,-6,-14,0
C=C(C)Cn1c(NCCOC)nc2c1c(=O)[nH]c(=O)n2C,0.9,-11,-0.053,4%,0.012,1.1,3,19,7
CC(C)CC(NS(=O)(=O)c1ccc2c(c1)oc(=O)n2C)C(=O)N1CC=C(c2ccccc2)CC1 (stereo not drawn),0.9,7,0.0054,4%,-0.51,0.86,-5,13,8
CC1CCc2nn(CC(=O)NCCCN3CCOCC3)cc2C1 (stereo not drawn),0.9,-10,-0.37,2%,1.1,1,-12,-13,4
N#CC1=C(N)SC(N)=C(C#N)C1c1ccnc2ccccc12,0.9,26,0.22,9%,0.7,1.3,0,-4,10
COC(=O)C1CCN(c2cc(=O)n(Cc3ccc(F)cc3)c(=O)[nH]2)CC1,x,-14,-0.23,3%,0.4,1.1,0,-8,x
CCN(CCCNC(=O)C1CCN(S(=O)(=O)c2cccc3nonc23)CC1)Cc1ccccc1,0.8,-19,-6.8*,7%,-0.1,0.99,6,-4,4
CC(=O)Oc1cccc(N2C(=O)c3ccc(C(=O)O)cc3C2=O)c1,0.9,-6,0.69,1%,0.21,1,-1,14,10
CCN(CC)CCNC(=O)C1CCN(S(=O)(=O)N2CCCCC2)CC1,0.9,-10,0.062,3%,-0.21,1,-5,-9,-4
O=C(Cc1cccs1)N(Cc1ccco1)C1(C(=O)NC2CCCC2)CCCCC1,0.9,23,-0.14,4%,-0.0079,1.1,6,-21,5
O=C(CSc1ccc(Cl)cc1)c1ccco1,1,-4,0.12,3%,-0.072,1,8,13,-1
Nc1cc(N)nc(SCC(=O)N2CCCCC2)n1,0.9,-6,0.14,4%,-0.88,1.1,-5,-16,6
CCOC(=O)C1CCCN(C(=O)CCCOc2cc(=O)n(C)c3ccccc23)C1 (stereo not drawn),1,0,1.6,7%,0.13,1,-14,-14,20
CC(CCc1ccccc1)NC(=O)C1CCN(C(=O)c2sccc2-n2cccc2)CC1 (stereo not drawn),1,13,-0.3,3%,-0.58,1,-8,-8,4
CSC1=Nc2sc3c(c2C2=NCCN12)CCCC3,0.9,2,-11*,3%,0.13,1.2,0,-28,9
N#Cc1cc2c(nc1SCc1nc3ccccc3[nH]1)CCC2,0.9,57,0.00087,16%,-0.0021,2.1*,-27,-20,5
N#C/C(=C(/O)CN1CCOCC1)c1nc(-c2ccccc2)cs1,0.9,0,0.87,9%,-0.0064,0.96,8,3,4
Cn1c(CCN2CCOCC2)nc2cc(NC(=O)COc3ccc(Cl)cc3)ccc21,0.9,-3,-1.3,4%,1.4,1.1,-4,16,-2
O=C(c1cc(F)c(F)cc1Cl)N1CCOCC1,0.9,-8,0.29,1%,0.26,1.1,-4,3,x
COc1ccc(OC)c(CCNC(=O)CS(=O)(=O)Cc2nc(-c3ccccc3C)oc2C)c1,0.9,45,-0.8,3%,4.6,1,-5,2,3
CCc1nc(C)cc(N)c1OCc1ccccc1,0.8,-8,-1,6%,0.88,1.1,-15,2,14
Cc1cc(C)cc(NCC(=O)Nc2c(C)cccc2C)c1,0.9,6,0.6,11%,0.75,1.1,-9,-18,8
Cc1noc(C)c1CSc1nc2ccccc2n1C,1,2,-0.36,6%,0.21,1.1,-2,10,5
O=C(c1oc2ccccc2c1CSCc1ccccc1)N1CCN(c2ncccn2)CC1,1,29,-0.74,6%,7*,1,-22,-22,x
O=C(NC1CCCCC1)N1CCCC(c2nc(-c3ccc(S(=O)(=O)N4CCCC4)cc3)no2)C1 (stereo not drawn),1,-6,0.6,9%,-0.19,1.1,22,-2,4
O=C(CN1CCCC1)Nc1ccc(-c2nc3cc(NC(=O)CN4CCCC4)ccc3o2)cc1,1,11,-0.36,12%[fluoresces],0.71,3.7*,23,35,-3
COc1ccc(OC)c(N2C(=O)CC(C(C)c3ccccc3)C2=O)c1 (stereo not drawn),1,3,0.9,3%,0.29,1.1,12,-13,10
c1cncc(-c2nnc(C3CCCCC3)o2)c1,1,-12,0.013,3%,-0.58,1.2,-2,9,-4
Cc1cc(=O)oc(C)c1C(=O)NCc1ccccn1,1,-5,-0.12,4%,-0.049,1,-3,0,-7
CCN1C(=O)c2cccc3c(S(=O)(=O)Nc4nc(C)cs4)ccc1c23,0.8,18,0.0042,5%,1.1,1.1,-8,7,-1
CCn1c(=O)n(CC(=O)N2CCN(c3ccccc3F)CC2)c(=O)c2ccccc21,0.9,8,-0.14,5%,-0.72,1,6,7,2
Cn1c(=O)[nH]c(=O)c2c1nc(SCCN1CCOCC1)n2Cc1ccccc1,x,-5,-0.25,9%,-0.56,1,28,9,x
CCOC(=O)C(NC(=O)CC)(Nc1ccc(S(=O)(=O)Nc2ncccn2)cc1)C(F)(F)F (stereo not drawn),1,0,-0.23,6%,-0.25,1.1,13,0,8
CC(NC(=O)c1cccs1)C(=O)NC1=NCCS1 (stereo not drawn),0.9,-23,-0.22,4%,-0.044,1,-13,-6,3
Cc1cc(C(=O)CSc2nnnn2-c2ccc(O)cc2)c(C)n1Cc1ccc2c(c1)OCO2,1,48,x,7%,x,1.1,-1,-1,10
C=CCc1ccccc1OCC(O)CNC (stereo not drawn),0.9,-13,-0.34,8%,0.04,1.1,-10,2,5
O=C(Cn1cnc2ccccc21)NCc1ccccc1,0.9,-14,0.51,7%,-0.45,1.1,6,-4,4
O=C(NC(C(=O)c1ccccc1)n1cnccc1=O)c1ccccc1 (stereo not drawn),1,-9,-0.21,3%,-0.67,1,x,x,8
CCn1c(N)c(C(N)=O)sc1=S,1,-14,x,5%,x,1.1,-2,0,6
O=C(Nc1cccc(NC(=O)C2CC3CCCC(C2)C3=O)n1)C1CC2CCCC(C1)C2=O (stereo not drawn),0.9,-5,-0.36,2%,-0.068,1.1,-1,-11,1
CCOC(=O)N1CCC(NC(=O)c2ccc(CS(=O)(=O)c3ccccc3C)o2)CC1,1,7,0.48,6%,0.14,0.97,0,12,2
CCc1cccc(NC(=O)CS(=O)Cc2nc(-c3ccc(C)cc3)oc2C)c1 (stereo not drawn),1,5,0.43,5%,1.5,1,-15,-8,0
COc1ccc(C(c2sc3nc(C)nn3c2O)N2CCN(CCO)CC2)cc1OC (stereo not drawn),0.9,-9,0.0093,1%,-0.38,1.1,14,-12,-4
Cc1cc(=O)[nH]c2c(C)c(Cl)ccc12,1,13,0.016,7%,-0.46,1.1,-9,8,0
COc1cc(CC(NC(C)=O)C(=O)NC2CCN(c3nc(C)cc(C)c3C#N)CC2)cc(OC)c1 (stereo not drawn),0.9,-5,0.28,13%,0.2,0.97,-71,-75,9
COCCCn1c(SCC(=O)OC2CCCCC2)nnc1-c1cccs1,0.9,21,0.082,5%,-0.77,1.1,-1,-7,7
O=c1cc(-c2ccccc2)nc2nc(SCc3ccccc3)[nH]n12,0.9,23,0.5,3%,-0.29,1.1,7,9,0
CC1CCN(C(=O)COC(=O)c2n[nH]c3ccccc23)CC1,0.7,0,0.26,5%,0.14,1.1,31,38,6
CN(C)c1ccc(C(=O)N2CC(=O)N(CCc3ccccc3)C(=O)C2)cc1,0.9,1,-0.038,6%,2.9,1,3,6,0
CCOc1ccc(CCNC(=O)C2CCC(=O)N2C2CCCCC2)cc1OCC (stereo not drawn),1,-14,0.44,6%,1.3,1.1,-4,0,6

# The listing continues.
SMILES,TNAP act mid DEA,tolC growth inh,M1 antagonist,NADH enzymes,M1 agonist,Autofluor 339,SF1 activator,RORa activator,Ec RNAP inh
CCOc1ccccc1N1CCN(S(=O)(=O)c2ccc(Cl)s2)CC1,0.9,52,0.063,2%,0.68,1.1,-2,2,-4
CCOc1cccc(/C(O)=C2/C(=O)C(=O)N(CCOC)C2c2ccncc2)c1 (stereo not drawn),1,-7,-1.2,7%,-0.033,1.1,2,11,3
CCOc1ccc2cc(C#N)c(SCC(=O)OC)nc2c1,0.9,8,0.011,7%,-0.8,1.9,26,41,5
Cc1cc(C)cc(OCC(=O)Nc2cccc(-c3nnc(-c4ccco4)o3)c2)c1,0.9,1,-0.73,5%,4.5*,1.3,22,30,5
CCOC(=O)C(CC)(CCC(=O)O)c1csc(N)n1 (stereo not drawn),1,12,0.0043,2%,-0.16,1,x,x,12
O=C(CSc1ccc2c(c1)OCCO2)NCc1ccco1,0.9,-8,-2.3,7%,-0.78,0.99,1,8,11
O=C(COC(=O)C1CCCN1C(=O)c1cccs1)c1ccccc1 (stereo not drawn),0.9,6,-0.15,6%,0.66,1.1,18,0,7

# Reprinted from the listing, two compounds:
SMILES,TNAP act mid DEA,tolC growth inh,M1 antagonist,NADH enzymes,M1 agonist,Autofluor 339,SF1 activator,RORa activator,Ec RNAP inh
CC(=O)Oc1cccc(N2C(=O)c3ccc(C(=O)O)cc3C2=O)c1,0.9,-6,0.69,1%,0.21,1,-1,14,10
CCN(CC)CCNC(=O)C1CCN(S(=O)(=O)N2CCCCC2)CC1,0.9,-10,0.062,3%,-0.21,1,-5,-9,-4

# Some of the entries above in a different format:
# Below each SMILES: TNAP act mid DEA	tolC growth inh	M1 antagonist	NADH enzymes	M1 agonist	Autofluor 339	SF1 activator	RORa activator	Ec RNAP inh
> CCOC(=O)C(CC)(CCC(=O)O)c1csc(N)n1 (stereo not drawn)
→ 1	12	0.0043	2%	-0.16	1	x	x	12
> O=C(COC(=O)C1CCCN1C(=O)c1cccs1)c1ccccc1 (stereo not drawn)
→ 0.9	6	-0.15	6%	0.66	1.1	18	0	7
> CCOc1cccc(/C(O)=C2/C(=O)C(=O)N(CCOC)C2c2ccncc2)c1 (stereo not drawn)
→ 1	-7	-1.2	7%	-0.033	1.1	2	11	3
